RmlCD inh 1536: M. tuberculosis RmlC/RmlD coupled enzyme inhibitors, primary screen, biochemical, compound mixtures, 384-well, from 1536-well plates. inhibition, % at 3.6 µM. RmlC+RmlD coupled enzyme assay, percent inhibition; primary screen in compound mixtures. AID 1533, 2009. 160,000 compounds, 0.03% hits. dTDP-4-dehydrorhamnose reductase (Mycobacterium tuberculosis (strain ATCC 25618 / H37Rv)) …; in the data active = inhibition mostly above about 34%, no sharp cut-off; also: some results filed as inactive read as strong as hits
Target sequence (P9WH09 whole entry, looked up): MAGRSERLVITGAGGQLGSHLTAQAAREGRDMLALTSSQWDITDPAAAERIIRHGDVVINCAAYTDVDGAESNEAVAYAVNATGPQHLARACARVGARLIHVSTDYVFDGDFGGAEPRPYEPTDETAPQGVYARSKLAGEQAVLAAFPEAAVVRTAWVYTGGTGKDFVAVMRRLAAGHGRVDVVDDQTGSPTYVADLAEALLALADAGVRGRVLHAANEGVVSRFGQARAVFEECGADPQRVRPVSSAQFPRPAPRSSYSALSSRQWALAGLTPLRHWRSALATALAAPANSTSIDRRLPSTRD
Target sequence (P9WH11 whole entry, looked up): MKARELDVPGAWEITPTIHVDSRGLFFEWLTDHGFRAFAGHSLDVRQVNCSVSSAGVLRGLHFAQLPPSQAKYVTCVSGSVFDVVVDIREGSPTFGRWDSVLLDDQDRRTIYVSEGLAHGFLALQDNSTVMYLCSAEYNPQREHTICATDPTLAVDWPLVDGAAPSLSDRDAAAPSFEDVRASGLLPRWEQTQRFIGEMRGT
M. tuberculosis GlmU: inhibition of mycobacterial GlmU enzyme – biochemical, glucosamine-1-phosphate acetyltransferase (AID 1376). Bifunctional protein GlmU (Mycobacterium tuberculosis (strain ATCC 25618 / H37Rv)). M. tuberculosis GlmU acetyltransferase enzyme assay; higher % means a stronger effect. inhibition, %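 (tested at 30 µM in the primary screen)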, or IC50 in µM where a hit was titrated. 220,000 compounds, 0.25% hits; in the data active = inhibition above about 13%;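 also: 0% = complete reaction with vehicle and 100% = reaction without substrate; strong numbers were not always called active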
An asterisk follows results filed as active; x = no result given; & = joins results of further samples.

SMILES | RmlCD inh 1536 | M. tuberculosis GlmU
O=C(NCc1cc(Br)cc(Br)c1OC(=O)c1ccccc1[N+](=O)[O-])c1ccccc1 | 6 | 2.4%
NCCCC[C@@H](C(=O)N1CCNCC1)n1cc([C@@H](N)CO)nn1 | x | 7.7%
CC(=O)N1/C(=C/c2ccc(N(C)C)cc2)C(=O)c2ccccc21 | 12 | -2.5%
COCCCNCCCOc1ccc(C)cc1Br | -6 | -5.1%
COc1ccc(C2CC(=O)c3c(C)nc(N4CCN(Cc5ccccc5)CC4)nc3C2)cc1OC (stereo not given) | 15 | -4.2%
COc1ccc(OC)c(-n2c(O)c(/C=C3\C(C)=Nc4ccccc43)c(=O)[nH]c2=O)c1 | 2 | -3.3%
CC12CN3CC(C)(CN(C1)C3c1ccc([N+](=O)[O-])o1)C2 (stereo not given) | x | -0.8%
O=C1Nc2cc3c(cc2C1=O)sc1ccccc13 | -5 | x
COc1ccc(N/C=C(\C#N)c2nc3ccccc3n2C)c(OC)c1 | x | -7.8%
O=C(NC1CCCCCC1)c1cccnc1Sc1ccccc1 | 4 | -1.6%
Cc1cc(NC(=O)c2ccc3c(c2)C(=O)N(Cc2ccccc2)C3=O)no1 | 5 | 5.7%
COc1ccc(S(=O)(=O)NCCSc2ccc(C)cc2)cc1OC | x | 2.4%
CN(C)c1nc(N(C)C)n(C(=O)c2cccs2)n1 | 12 | 1.4%
C[C@@H]1CC=C[C@H]2[C@H]1C(=O)N(Cc1ccccc1)[C@H]2c1ccc(-c2ccoc2)cc1F | x | 1.5%
Cc1ccc(CN2C(=O)CSC2c2cccnc2)cc1 (stereo not given) | x | -4.6%

3 entries already listed, ordered by SMILES length, smallest number first.
SMILES | RmlCD inh 1536 | M. tuberculosis GlmU
CC(=O)N1/C(=C/c2ccc(N(C)C)cc2)C(=O)c2ccccc21 | 12 | -2.5%
CC12CN3CC(C)(CN(C1)C3c1ccc([N+](=O)[O-])o1)C2 (stereo not given) | x | -0.8%
COc1ccc(OC)c(-n2c(O)c(/C=C3\C(C)=Nc4ccccc43)c(=O)[nH]c2=O)c1 | 2 | -3.3%

New compounds follow.
SMILES | RmlCD inh 1536 | M. tuberculosis GlmU
COCCSc1nc2sc3c(c2c(=O)n1-c1ccccc1)CCN(C)C3 | x | -5.1%
CC(=O)N1N=C(c2ccccc2OC(=O)/C=C/c2ccccc2)CC1c1ccccc1 (stereo not given) | x | -1.5%
COc1cccc(N2CCN(C(=O)CCNS(=O)(=O)c3ccc4c(c3)c(=O)n(C)c(=O)n4C)CC2)c1 | -11 | 8.7%
CCOc1cc(S(=O)(=O)Nc2ccccc2CC)ccc1Cl | 6 | -8.2%
COc1ccc(NC(=O)Cn2nnc3ccccc32)c([N+](=O)[O-])c1 | -11 | 1.5%
C=C(C)Cn1c(-c2ccccc2)nc2ccccc21 | x | -3.2%
CCn1c(CCNC(=O)c2ccc(OC)cc2)nnc1SCc1ccc(Cl)c(Cl)c1 | 7 | 0.2%
Cc1cc(C)n2nc(SCC(=O)N/N=C/c3ccc(F)cc3)nc2n1 | -3 | -2.3%
Cc1cccc(N/C(N)=N/c2nc(C(F)(F)F)cc(C(F)(F)F)n2)c1 | x | 1.5%
Cc1ccc(-c2nn(-c3ccccc3)cc2CNCc2ccccc2)cc1 | 10 | -3.1%
COc1ccc(-n2c(=S)[nH]c3ncccc3c2=O)cc1 | -15 | 9.5%
COC(=O)c1ccccc1NC(=O)Cn1cnc2ccc(S(=O)(=O)N3CCC(C)CC3)cc2c1=O | x | -4.0%
CCC1S/C(=N/N=C/c2ccco2)N(Cc2ccccc2C)C1=O (stereo not given) | -10 | 2.8%
Cc1ccc2nc(NC(=O)C3CCCN(S(=O)(=O)c4cccc5nonc45)C3)sc2c1 (stereo not given) | 23 | 0.9%
CC(C)(C)OC(=O)CNC(=O)c1nc[nH]c1C(=O)NCC(=O)OC(C)(C)C | x | -1.1%
CC(CS(=O)(=O)c1cccc2cccnc12)N1CCCCC1 (stereo not given) | 8 | 0.6%
CNc1ccc([N+](=O)[O-])cc1C(=O)O | 6 | -0.8%
Cc1ccc(C(c2sc3nc(C)nn3c2O)N2CCN(c3ccc(F)cc3)CC2)cc1 (stereo not given) | -3 | 1.7%
CC(C)(C)c1sc(N)nc1-c1ccccc1 | x | 1.9%
Cn1nnnc1SCC(=O)Nc1cccc([N+](=O)[O-])c1 | -3 | -0.4%
CCOC(=O)c1ccc(NC(=O)CCc2nc(-c3ccccc3)no2)cc1 | -8 | 0.6%
Cn1ncc(Br)c1C(=O)Nc1ccc(F)cc1F | x | -0.4%
O=C(O)C1Cc2ccccc2CN1C(=O)c1ccccc1 (stereo not given) | 11 | -1.8%
CCCC(C)NC(=O)c1nc(-c2ccccc2)n(-c2ccccc2)n1 (stereo not given) | 5 | 3.5%
COc1ccc(/C=N/NC(=O)C(C)N(c2ccc(OC)cc2)S(C)(=O)=O)cc1 (stereo not given) | -9 | 1.6%
CC(=O)c1ccc(NC(=O)CSC(C)C)cc1 | 6 | 0.1%
CCCCn1nnnc1SCC(=O)Nc1ccc(C)cc1 | 7 | 0.3%
Nc1c(C(=O)c2ccccc2)oc2ccc(Br)cc12 | x | -0.2%
CC(=O)NC1C(OCc2ccccc2)OC2COC(c3ccccc3)OC2C1OCC(=O)O (stereo not given) | -2 | 4.7%
Cc1nnc(SC/C=C/c2ccccc2)n(N)c1=O | 2 | 4.7%

A second format for 4 compounds above.
compound	RmlCD inh 1536	M. tuberculosis GlmU
CC(=O)c1ccc(NC(=O)CSC(C)C)cc1	6	0.1%
CC(C)(C)c1sc(N)nc1-c1ccccc1	x	1.9%
Cn1ncc(Br)c1C(=O)Nc1ccc(F)cc1F	x	-0.4%
CNc1ccc([N+](=O)[O-])cc1C(=O)O	6	-0.8%

Profiles, looked up by structure. Order of values: RmlCD inh 1536 | M. tuberculosis GlmU
CC(C)(C)c1sc(N)nc1-c1ccccc1 is listed as x | 1.9%
Cc1nnc(SC/C=C/c2ccccc2)n(N)c1=O is listed as 2 | 4.7%

(continued)
SMILES | RmlCD inh 1536 | M. tuberculosis GlmU
c1ccc(Cn2nnc3c(N4CCc5ccccc54)ncnc32)cc1 | 0 | -3.4%
COc1cc(C)nc(N(Cc2ccccc2)S(=O)(=O)c2ccc(C)cc2)n1 | x | 9.3%
O=C(NCCCn1ccnc1)c1cc2c(ccc3ccccc32)o1 | 5 | 2.6%
CC1(C)O[C@@H]2C[C@H]3[C@@H]4CCC5=CC(=O)C=C[C@]5(C)[C@@]4(F)[C@@H](O)C[C@]3(C)[C@]2(C(=O)CO)O1 | x | 5.0%
CCCCN(CCCC)c1cc(C)nc(-c2ccccc2O)n1 | 2 | -2.2%
COCCNCCOCCOc1cccc(OC)c1 | x | -5.7%
COc1ccccc1N1CCN(S(=O)(=O)c2ccc3c(c2)n(C)c(=O)n3C)CC1 | 7 | 6.4%
COCc1cc(=O)n2[nH]c(SCc3ccccc3)nc2n1 | x | -1.4%
COCCNC(=O)C(c1ccc(C)o1)N(Cc1ccccc1)C(=O)Cn1nnc2ccccc21 (stereo not given) | -4 | 1.7%
COc1ccc(CNc2nc(SCC(=O)NCc3ccco3)nc3ccccc23)cc1 | x | 4.3%
Cc1cc(C(=O)OCC(=O)Nc2sc3c(c2C#N)CCC(C)C3)c2ccccc2n1 (stereo not given) | 10 | 1.1%
Cc1cc(C)n(Cc2ccc(Cl)cc2Cl)c(=O)c1S(=O)(=O)c1ccccc1 | 17 | 1.0%
CCN(CC)c1ccc(SS(=O)(=O)O)cc1 | 8&-1 | -0.6%&3.3%
Cc1cccc(COc2ncnc3nc[nH]c23)c1 | x | 0.5%
Cc1ccc(NC(=O)c2cc(Cl)nc3ccccc23)cc1 | 12 | 4.8%
Cc1cc(OCC(=O)O/N=C(\N)c2ccccc2)cc(C)c1Cl | x | -0.9%
CCN(CC)CCCNC(=O)c1c(O)c2c([nH]c1=O)CCCC2 | 2 | 4.1%
COc1cccc(C2C(C(C)=O)=C(O)C(=O)N2CCNCCO)c1 (stereo not given) | -5 | 4.0%
COc1ccc(C(=O)CN2Cc3ccccc3C2=N)cc1 | -4 | 4.0%
CCOC(=O)CNc1nc(Cl)nc(Nc2ccc(Cl)cc2)n1 | x | -2.7%
Cc1nc(S/C(=C/c2ccc(-c3cccc(Cl)c3)o2)C(=O)O)n[nH]1 | -1 | x
Cc1nc2ncnn2c(C)c1CCC(=O)N1CCC2(CC1)OCCO2 | 13 | -1.6%
CCOC(=O)/C=C/C(=O)OCC(=O)Nc1ccc(Cl)cc1Cl | x | -5.2%
CC(c1ccon1)N(C)Cc1cn[nH]c1-c1ccc(-c2ccccc2)cc1 (stereo not given) | -6 | 1.2%
O=C(O)c1ccc(S(=O)(=O)NC2CCCCC2)cc1 | -5 | 3.9%
CNCc1cc2ccc(C)cc2[nH]c1=O | x | 3.3%
CCCCn1c(SCC(=O)c2cc(OC)ccc2OC)nc2cc(S(N)(=O)=O)ccc21 | x | -6.0%
CC1CCCCC12NC(=O)N(CC(=O)Nc1ccc(S(=O)(=O)N3CCOCC3)cc1)C2=O (stereo not given) | -7 | -2.9%
COc1ccc(Cl)cc1C(=O)CSc1nnnn1C1CCCCC1 | -4 | 1.4%
N#CC12CCCCC1CC1CCCCC1(C#N)N2Cc1cccnc1 (stereo not given) | -23 | -3.5%

Grouped by structure: the compounds so far containing a furan ring, fused or not (eight)
SMILES | RmlCD inh 1536 | M. tuberculosis GlmU
CC12CN3CC(C)(CN(C1)C3c1ccc([N+](=O)[O-])o1)C2 (stereo not given) | x | -0.8%
C[C@@H]1CC=C[C@H]2[C@H]1C(=O)N(Cc1ccccc1)[C@H]2c1ccc(-c2ccoc2)cc1F | x | 1.5%
CCC1S/C(=N/N=C/c2ccco2)N(Cc2ccccc2C)C1=O (stereo not given) | -10 | 2.8%
Nc1c(C(=O)c2ccccc2)oc2ccc(Br)cc12 | x | -0.2%
O=C(NCCCn1ccnc1)c1cc2c(ccc3ccccc32)o1 | 5 | 2.6%
COCCNC(=O)C(c1ccc(C)o1)N(Cc1ccccc1)C(=O)Cn1nnc2ccccc21 (stereo not given) | -4 | 1.7%
COc1ccc(CNc2nc(SCC(=O)NCc3ccco3)nc3ccccc23)cc1 | x | 4.3%
Cc1nc(S/C(=C/c2ccc(-c3cccc(Cl)c3)o2)C(=O)O)n[nH]1 | -1 | x

Further structures follow.
SMILES | RmlCD inh 1536 | M. tuberculosis GlmU
CCCc1[nH]n(-c2ccc([N+](=O)[O-])cc2)c(=O)c1C=NCCc1c[nH]c2ccccc12 | 7 | -4.5%
CCC(O)C1CCN(Cc2cn(Cc3ccccc3)nc2-c2cc3ccccc3o2)CC1 (stereo not given) | -8 | -1.3%
Cc1cc(OCC(O)CN2CCN(CCO)CC2)ccc1C(C)C (stereo not given) | -1 | -5.7%
CC1CCCC(C)N1C(=O)Cc1ccccc1 (stereo not given) | 35 | -2.3%
O=[N+]([O-])c1ccccc1N(CC1CO1)S(=O)(=O)c1ccccc1 (stereo not given) | 24 | -2.9%
COc1ccccc1NC(=O)CSc1nc2nc(C)cc(C)c2c(=O)[nH]1 | 8 | -1.1%
COc1cc(C2C=C(Nc3ccccc3)C(=O)N2c2ccccc2)ccc1O (stereo not given) | 7 | -5.3%
COC(=O)c1cc(OC)c(OC)cc1NC(=O)c1cccc(C)c1 | -34 | 6.9%
CCN(Cc1cc(OC)c(OC)c(OC)c1)C(=S)Nc1cccc(SC)c1 | -8 | 5.2%
CC(C)CCn1c(O)c(N=NC(=O)c2ccco2)c2ccccc21 | x | 6.9%
Cn1c(=O)c2c(ncn2Cc2nnc(N)s2)n(C)c1=O | x | -1.2%
CC(=O)NC(=S)Nc1ccc(NC(=O)c2cccnc2Cl)cc1 | 7 | -1.3%
COc1cccc(CNC(=O)CCC2CCCN(C(=O)c3ccoc3C)C2)c1 (stereo not given) | x | 0.3%
COc1ccc(-c2nnc(SCCOc3cccc(C)c3)n2N)cc1 | 46 | -1.2%
CN(Cc1ccccc1)C(=O)Cn1cccc1C(=O)c1ccccc1 | -4 | -0.2%
CCCCNC(=O)Nc1cc(C)on1 | 21 | 2.0%
COc1ccc(C(C#N)c2ccc(Cl)nn2)cc1 (stereo not given) | 3 | 5.6%
Cc1ccc(-n2c(=S)[nH]c3c(oc4ccccc43)c2=O)cc1C | -6 | 3.8%
Cc1cccnc1NC1(C(F)(F)F)N=C2SCCN2C1=O (stereo not given) | 3 | 0.9%
CCN1C(=O)C(CC(=O)Nc2ccc(OC)cc2)N(CCCN2CCN(c3ccc(F)cc3)CC2)C1=S (stereo not given) | -2 | -1.9%
COc1ccc(N/C(C)=C2/C(=O)C(=O)N(CCO)C2c2ccc(Br)cc2)cc1 (stereo not given) | x | 1.1%
O=C(/C=C/Nc1ccccc1C(=O)O)c1cccs1 | -8 | -4.5%
COc1ccc(CCn2c(C)cc(C(=O)CSc3nnnn3-c3ccccc3)c2C)cc1OC | -11 | 4.6%
COC(=O)CSc1nnc([C@H](CC(C)C)NC(=O)OC(C)(C)C)o1 | x | 6.8%
CCN(CC)C(=O)c1sc(NC(=O)c2ccc(OC)c([N+](=O)[O-])c2)c(C#N)c1C | -8 | -4.3%
Cc1nn(C)cc1S(=O)(=O)Nc1ccc2c(c1)OCCO2 | -12 | -3.7%
O=C(CSc1ncccn1)N1CCCc2ccccc21 | 7 | 6.4%
O=C(Cn1ncc(Cl)c(Cl)c1=O)N1CCOCC1 | x | -1.6%
COc1ccc(C(=O)NCCCn2ccnc2)cc1 | 6 | 3.0%
Cc1cc(NC(=O)CSc2nnc(-c3ccccc3)o2)no1 | -3 | 2.6%
CCOC(=O)COc1cccc2c(=O)n(CC(=O)NCc3ccc(F)cc3)ccc12 | -4 | 0.7%
COC(=O)c1cc(C(=O)c2ccc(Cl)cc2)n2c(=O)/c(=C\N(C)C)sc12 | -12 | -1.5%

This is a subset. The share of hits here may be higher or lower than overall.
